LDHA inh = LDHA (human) enzyme inhibition. P00338. purified LDHA, NADH/diaphorase-resazurin fluorescence; stronger effect = lower value. activity change, % (values are at about 110 or 230 µM). actives 0.15% (n = 480,000); in the data active means activity change below about -30%; inconclusive means mostly about -25% to -30%;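 further: plate controls were DMSO wells for no effect and wells without enzyme for full effect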
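Human LDH5 (2 nM) was incubated with 0.06 mM NADH and 0.2 mM pyruvate for 5 min at room temperature in Tris pH 7.4. Remaining NADH was coupled through diaphorase/resazurin, and resorufin fluorescence was read at 0 and 20 min.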
D2 PAM = D2 dopamine receptor (human) potentiation | actives 0.34% (n = 340,000) | HEK293 T-REx D2, calcium flux, EC20 dopamine potentiation | potentiation, % at 10 µM | P14416;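 active means potentiation over 3 SD above the plate norm, cut at about 30% in these data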; further: 0% is about no effect
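Potentiation of an EC20 dopamine calcium response measured kinetically over 180 s, after a preceding 180 s compound-only read flagging agonists. Cells: inducible Hek293 Trex D2 line, 4000/well, cultured overnight at 30 C before dye loading.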
D1 PAM = enhances dopamine response at the human D1 receptor. AID 504651. HEK293 TREx D1 cells, calcium flux, dopamine EC20 potentiation. actives 0.036% (n = 360,000). potentiation, % at 10 µM. P21728; in the data active means potentiation above about 30%; further: 0% is about no effect
Glioma ERSR ind = induces the endoplasmic reticulum stress response in human glioma cells | U87-MG GRP78 promoter luciferase reporter, 16 h | actives 0.02% (n = 420,000) | Potency, µM, without a hit: at the highest dose activation, most hits filed as activators | AID 602332; further: potency means the concentration at half of the fitted maximal effect; series mostly up to about 76 µM; % of control where 0% means no effect; nearly all actives have a fitted effect of over 35% in size
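ERSR induction read as luciferase luminescence (Bright-Glo, 10 min at room temperature) in stably transfected human U87-MG glioma cells exposed to compounds for 16 h, using GRP78 as sensor.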
D1 antagonist = blocks dopamine activation of the human D1 receptor | activity change, negative = inhibition, % at 10 µM | HEK293 TREx D1 cells, calcium flux, dopamine EC80; stronger effect = lower value | actives 3.2% (n = 360,000) | P21728 | AID 504652; in the data active means activity change below about -30%; further: on the % scale 0 is the no-effect control and ±100 the full control effect
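Calcium flux readout: force-coupled, inducible Hek293 Trex D1 line, cells induced overnight at 30 C with tetracycline, dye-loaded 30–90 min at RT. Antagonism scored against EC80 dopamine challenge given 180 s after compound.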
RXFP1 agonist = activates the human relaxin receptor RXFP1 | Q9HBX9 | HEK293T-RXFP1 cAMP TR-FRET, 30 min; response scale: percent of porcine relaxin response, buffer zero | Potency, µM (doses to about 57.5 µM), without a hit: at the top dose activation, most hits filed as activators | actives 0.3% (n = 370,000); further: potency means the concentration at half of the fitted maximal effect; on the % scale 0 is the no-effect control and ±100 the full control effect; nearly all actives have a fitted effect of over 60% in size; many of its hits are not listed in these tables
Target sequence (Q9HBX9 whole entry, looked up): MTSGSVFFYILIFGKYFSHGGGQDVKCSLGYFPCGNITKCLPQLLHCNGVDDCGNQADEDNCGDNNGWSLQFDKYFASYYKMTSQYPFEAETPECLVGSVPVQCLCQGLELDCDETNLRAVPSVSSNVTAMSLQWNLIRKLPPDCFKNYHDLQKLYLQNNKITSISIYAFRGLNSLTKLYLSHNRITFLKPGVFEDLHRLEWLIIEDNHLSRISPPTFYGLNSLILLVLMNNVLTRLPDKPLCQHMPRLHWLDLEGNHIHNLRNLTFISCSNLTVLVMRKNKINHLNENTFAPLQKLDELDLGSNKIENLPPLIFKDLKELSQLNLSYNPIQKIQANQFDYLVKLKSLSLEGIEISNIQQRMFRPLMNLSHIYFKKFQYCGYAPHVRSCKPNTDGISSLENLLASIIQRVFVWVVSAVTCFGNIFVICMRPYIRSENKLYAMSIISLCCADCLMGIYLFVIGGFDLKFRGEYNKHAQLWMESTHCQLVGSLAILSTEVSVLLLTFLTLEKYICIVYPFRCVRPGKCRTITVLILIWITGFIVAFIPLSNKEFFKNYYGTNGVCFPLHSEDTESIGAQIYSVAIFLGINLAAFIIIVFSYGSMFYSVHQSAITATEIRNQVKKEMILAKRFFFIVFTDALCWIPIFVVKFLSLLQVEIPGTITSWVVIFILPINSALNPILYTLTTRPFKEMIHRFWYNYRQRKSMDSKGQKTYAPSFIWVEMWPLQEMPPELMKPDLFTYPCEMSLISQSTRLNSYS
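HEK293 cells stably expressing RXFP1, treated 30 min at 37C with compounds plus PDE4 inhibitor Ro 20174; cAMP measured by HTRF TR-FRET. Normalized to buffer and 29 nM porcine relaxin; EC50 by Hill fit.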
D1 agonist = activates the human D1 dopamine receptor. P21728. HEK293 T-REx D1 cells, calcium flux, agonist mode. activation, % at 2 µM. actives 1% (n = 360,000); in the data active means activation above about 30%; further: 0% is about no effect
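Agonism was scored from calcium flux recorded over 180 s (1 read/s) after pintool compound addition, following a 10-cycle baseline. Cells were inducible force-coupled HEK293 TREx D1, plated overnight at 30 C and loaded with no-wash calcium dye.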
Vif-APOBEC3G blk = blocks the Vif interaction with human APOBEC3G; Q9HC16; HeLa A3G-eYFP + Vif (tagged APOBEC3G with the HIV-1 protein that degrades it), YFP fluorescence, overnight; Potency, µM (top dose mostly 46.1 µM), for the others: at the highest dose activity, negative = active, usual class: inhibitors; actives 0.076% (n = 410,000);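 further: potency means the concentration at half of the fitted maximal effect; on the % scale 0 is the no-effect control and ±100 the full control effect; nearly all actives have a fitted effect of over 60% in size; hits raise eYFP signal because A3G escapes Vif-driven loss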
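HeLa cells stably expressing Vif and C-terminally eYFP-tagged A3G, seeded overnight at 37 deg C, then exposed to compound by pintool overnight at 37 deg C. Rise in yellow fluorescence (Ex 488/Em 500-530, Acumen) marks blocked Vif-driven A3G degradation.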
Vif-APOBEC3F blk = inhibitors of Vif-A3F interaction; HeLa A3F-eYFP + Vif (tagged APOBEC3F with the HIV-1 protein that degrades it), YFP fluorescence increase; Potency, µM (doses to about 46.1 µM), for inactives: at the highest dose activity, negative = active; actives 0.2% (n = 390,000); further: potency means the concentration at half of the fitted maximal effect; % of control where 0% means no effect; nearly all actives have a fitted effect of over 65% in size
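HeLa cells stably expressing A3F-eYFP plus Vif, plated and incubated overnight at 37 deg C, then exposed to compounds overnight at 37 deg C. Blocked degradation read as raised yellow fluorescence (Ex 488/Em 500-530).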
* = called active by the depositor; ? = inconclusive; . = no result given; & = joins results of further samples. Unless noted, the call rests on the fitted dose curve; in most records, active means well fitted curve in the direction sought with a large enough effect; inconclusive means small, poorly fitted or top-dose-only effect, or another doubt; inactive means no such curve, though single readings can be large; an effect the other way counts as inactive or inconclusive.

structure	LDHA inh	D2 PAM	D1 PAM	Glioma ERSR ind	D1 antagonist	RXFP1 agonist	D1 agonist	Vif-APOBEC3G blk	Vif-APOBEC3F blk
Cc1ccc(N(CC(=O)N2CCN(c3ccccc3F)CC2)S(=O)(=O)c2c(C)noc2C)cc1	-0.2&2.3	11.2&-2.6	-9.4&0.8	-6.9%&-4.4%	7.1&-11.0	0.1%&2.1%	1.4&-0.4	1.3%&2.0%	-11.0%&6.0%
Cn1nc(C(=O)NC2CCCC2)c2ccccc2c1=O	-6.7	-3.1	-9.4	-3.3%	11.8	1.1%	0.8	-1.6%	-16.7%
CC(C(=O)O)C1SC(=O)NC1=O (stereo not given)	-6.2	1.0	0.4	-1.7%	2.2	1.2%	1.4	0.7%	5.7%
CCOC(=O)N1CCN(C(=O)c2c(-c3ccccc3)noc2C)CC1	-3.9	14.2	-10.2	-1.1%	-19.2	-0.5%	3.3	-0.1%	-23.0%
CC(=O)N1CCOCCOCCN(C(C)=O)CCOCC1	-2.6	7.3	0.1	0.1%	-20.5	4.3%	-2.2	-9.6%	0.3%
O=c1[nH]c2ccccc2cc1-c1nnn(-c2ccccc2)n1	-0.1	.	.	-1.8%	.	.	.	0.8%	0.6%
COc1cc(NS(=O)(=O)c2cc3[nH]c(=O)c(=O)[nH]c3cc2C)cc(OC)c1OC	16.7	7.9	-0.3	-3.5%	-2.1	2.6%	2.4	2.4%	-11.2%
O=C(NCc1ccccc1Cl)c1nnc(Cc2cccc(F)c2)o1	-1.5	-5.2	0.7	0.4%	11.3	-1.3%	11.6	0.6%	1.5%
Cc1cc2c(c(C)c1CCO)C(=O)[C@H](C)C2	-7.4	.	.	-0.7%	.	.	.	3.0%	3.3%
CCOC(=O)CNC(=O)c1ccc2c(c1)OCCO2	-4.0	-6.6	-2.9	-4.3%	11.0	-0.8%	2.1	-0.6%	-5.6%
O=C(NCC(F)(F)F)c1ccc(S(=O)(=O)N2CCN(C(=O)C3CCCO3)CC2)cc1 (stereo not given)	-5.6	1.6	-0.7	-4.6%	-14.2	1.4%	0.5	0.5%	5.6%
O=C(CNCc1ccco1)Nc1cc(S(=O)(=O)N2CCOCC2)ccc1N1CCOCC1	-18.2	.	.	-3.2%	.	.	.	3.1%	-7.5%
CC(=O)Nc1ccc(SCc2ncc(-c3ccccc3)o2)cc1	-0.5	-7.2	-0.6	-4.5%	-9.8	-3.5%	0.5	-0.1%	0.3%
CCC(C)C1/C=C\CC(NC(=O)OCC2c3ccccc3-c3ccccc32)CC(=O)N1Cc1ccccc1 (stereo not given)	8.4	.	.	-3.0%	.	.	.	-2.3%	-2.1%
CN(C(=O)COc1ccccc1C(=O)NCc1ccccc1)C1CCS(=O)(=O)C1 (stereo not given)	0.1	0.2	0.8	-1.6%	18.1	-0.3%	1.8	2.6%	7.6%
COC(=O)c1cc2occc2n1Cc1c(F)cccc1Cl	.	22.3	4.2	.	-12.7	-1.7%	4.1	.	.
Cc1ccc(S(=O)(=O)NCc2csc(-c3cccs3)n2)cc1	0.3	-5.5	1.7	-2.7%	-1.1	12.6%	-1.1	-0.1%	8.5%
COC(=O)C1Cc2c([nH]c3ccccc23)C(C(C)C)N1 (stereo not given)	-2.3	.	-1.4	-6.7%	8.7	-1.3%	-0.3	0.9%	13.3%
Cc1ncc(CN2CCC(CO)(Cc3ccccc3)CC2)s1	-0.8	-2.5	-2.4	0.5%	-15.1	0.2%	4.3	3.3%	0.2%
Cc1cc(=O)n2cccc(O)c2n1	14.2	3.9	1.3	3.6%	4.7	1.7%	0.6	-0.7%	?
O=C(N/N=C/c1ccncc1)c1cccc(NC(=O)c2ccccc2Cl)c1	-5.5	2.9	-3.6	4.4%	-15.9	1.5%	3.1	-6.2%	5.9%
CCOC(=O)c1cnc2c(C)cccc2c1NCCCN1CCOCC1	-0.5	.	0.1	-1.6%	22.4	2.8%	1.6	7.2%	1.3%
CS(=O)(=O)Nc1ccccc1C(=O)NCCSc1ccc(Cl)cc1	0.1	-21.0	-6.8	-1.8%	-31.9*	-0.3%	16.3	-4.6%	6.7%
COc1ccc(Cl)cc1CN1CCOCC1	3.7	6.0	-12.2	-3.3%	2.3	0.6%	0.7	7.2%	14.7%
O=c1[nH]sc2ccccc12	-6.6	0.5	-3.4	-16.5%	2.5	0.9%	7.2	-6.8%	-2.7%
O=C(CNC(=S)N(CCCN1CCOCC1)Cc1cccs1)NCc1ccc(Cl)cc1	-7.7	-12.9	2.8	2.2%	-6.2	2.5%	0.5	0.6%	-0.2%
CCOc1ccccc1NC(=O)c1c(NCc2ccc(OC)c(OC)c2OC)sc2c1CCC(C)C2 (stereo not given)	4.8	9.4	-1.9	1.6%	-12.8	4.5%	1.0	-9.4%	3.3%
COCCCNC(=S)N/N=C/c1ccc(OC)cc1	-3.3	-4.0	-3.5	6.1%	0.1	0.9%	0.5	2.6%	22.4µM*
NC(=O)Cn1cnc2c(nnn2-c2ccc(F)cc2)c1=O	-4.8	2.5	-5.4	6.6%	27.4	7.7%	3.0	8.9%	5.4%
COc1ccc(-c2cc(C(=O)NC3CCCC3)no2)cc1	-7.6	.	-2.6	-3.4%	15.9	1.0%	1.6	-0.5%	-9.5%
Nc1ccc(S(=O)(=O)NNC(=O)C(=O)NNc2ccccn2)cc1	3.7	-11.3	2.0	-1.4%	-2.1	0.1%	2.4	1.5%	13.5%
CN(CCCCCNC(=O)/C=N/O)Cc1ccccc1	.	-7.7	-2.3	.	0.6	0.1%	1.5	.	.
CC(=O)N1CCc2cc(S(=O)(=O)NC(Cc3ccccc3)C(=O)Nc3ccc(C)cc3C)ccc21 (stereo not given)	-17.2	3.5	2.0	-4.2%	11.3	-1.0%	0.2	-8.2%	2.0%
CCn1c(=N)n(CC(=O)C(C)(C)C)c2ccccc21	-5.6	4.9	-2.4	-1.7%	0.3	0.2%	0.7	1.1%	-18.2%
O=c1sc(N2CCN(c3ccccc3F)CC2)nc2ccsc12	-9.1	-1.8	-2.6	4.9%	0.6	2.4%	-0.2	0.1%	0.9%
O=c1ccc2cc(S(=O)(=O)Nc3ccc(F)c(Cl)c3)ccc2[nH]1	-0.2	-8.1	-4.5	-5.4%	-6.1	1.2%	2.4	-5.3%	?
COc1ccc(NC(=O)COC(=O)CNS(=O)(=O)/C=C/c2ccccc2)cc1OC	-8.9	-8.7	-4.5	-3.1%	-2.6	-0.5%	1.3	3.2%	11.6%
COc1ccccc1NC(=O)CSc1nnc(CNC(=O)COc2ccc(Cl)cc2)o1	-9.4	5.5	-0.8	-2.9%	-7.7	0.6%	2.4	-2.1%	3.8%
O=C(c1ccco1)N1CCN(C(=O)c2oc(=O)c3ccccc3c2-c2ccccc2)CC1	-9.7	8.7	2.0	-0.6%	5.9	2.8%	0.7	-1.1%	2.2%
CC(c1ccccc1)n1ccnc1CO (stereo not given)	3.3	.	.	-5.2%	.	.	.	3.8%	-0.5%
CCCn1c(-c2ccc(OC)cc2)nc2ccccc21	-0.5	-12.5	-5.2	1.5%	-15.0	3.5%	0.1	-4.2%	8.0%
COc1ccc(C)cc1Nc1cc(C)nc(C)n1	-1.3	-9.6	-1.1	-0.7%	-13.0	4.5%	-0.8	1.0%	-6.2%
O=C(NCC(c1cccs1)N1CCOCC1)c1cc(-c2ccccn2)nc2ccccc12 (stereo not given)	-1.7	1.9	-1.4	-2.8%	-5.9	1.2%	0.9	1.3%	3.3%
CCCC1CC(C)(C(=O)Cn2[nH]c(=O)ccc2=O)OC1=O (stereo not given)	-2.3	-4.1	-8.9	-4.6%	3.7	0.6%	1.8	-1.0%	-5.5%
Cc1cccc(-n2c(-c3ccccc3)cn3c4c(=O)[nH]c(=O)n(C)c4nc23)c1	3.5	13.3	-0.7	-5.2%	0.7	-10.1%	-0.2	3.3%	-2.3%
Cc1cccc2cc(CN(Cc3nnnn3C3CCCCC3)C3CCCC3)c3nnnn3c12	-1.5	10.6	-5.4	-3.0%	-7.5	2.7%	-0.8	-0.7%	.
CC(CCc1ccccc1)NC(=O)C1CCN(S(=O)(=O)N2CCOCC2)CC1 (stereo not given)	-2.3	-14.0	-9.9	-1.3%	-2.9	2.6%	2.2	0.0%	4.3%
COc1cccc(OC)c1C(=O)Nc1ccc2c(c1)N(S(=O)(=O)c1cccs1)CCC2	-1.4	-7.5	-2.4	-1.6%	-14.2	-0.4%	0.8	0.1%	-0.3%
O=C(NCC1COc2ccccc2O1)c1cccc(S(=O)(=O)N2CCOCC2)c1 (stereo not given)	-12.2	3.7	-8.5	-5.0%	1.3	0.8%	2.4	-0.2%	4.0%
CC(C)(C)c1ccc(OCCNCc2ccccc2)cc1	-15.3	-17.0	23.3	0.8%	9.7	0.6%	42.9*	-7.1%	-0.8%

These rows are one share of the data; the hit share may differ from the screen's.
